Giardia killer = Small Molecules that selectively kill Giardia lamblia: qHTS; Giardia lamblia trophozoite viability; activity change, % at 7.66 µM, hits read low; hit rate 0.15% among 340,000; AID 540267, 2011; in the data active = activity change below about -80%; inconclusive = between about -30% and that limit;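 also: parasites exposed to compound for two days anaerobically before the ATP read; % is scaled to controls: 0 for no effect and ±100 for the full control effect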
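Anaerobic 48 hrs incubation at 37 deg C of 100 trophozoites/well with test compounds; ATPLite 1-Step luminescence, 15-30 min RT, reports cellular ATP as viability.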
TRPV1 agonist = HTS Assay for Compounds that Act as Agonists of the Vanilloid Receptor 1; Transient receptor potential cation channel subfamily V member 1 (Homo sapiens), Q8NER1; TRPV1-expressing cells, Fluo-8 calcium influx, agonist mode; activation, % at 8.33 µM; hit rate 0.19% among 320,000; in the data active = activation above about 80%; inconclusive = between about 30% and that limit; also: 0% is about no effect
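Cells expressing TRPV1 were dye-loaded with Fluo-8 and read kinetically: 10 s baseline, 3 min after compound (agonist portion), then 2 min after EC20 capsaicin (allosteric enhancer portion). Calcium-bound dye fluorescence at 480/520 nm.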
Menin-MLL TR inh = qHTS Assay for Inhibitors Targeting the Menin-MLL Interaction in MLL Related Leukemias: Competition With Texas Red Labeled MLL-derived Mutant Peptide. O00255. Menin + Texas Red MLL mutant peptide, fluorescence polarization. Potency, µM (top dose mostly 61.6 µM), without a hit: at the highest dose FP activity change, negative = inhibition, actives largely listed as inhibitors. hit rate 0.23% among 270,000. AID 1768, 2009; active = well fitted inhibition curve with a large enough effect in the polarisation, with a control signal flat, not every such curve was filed as active; inconclusive = small, poorly fitted or top-dose-only effect, or effect the other way, or a change in a side signal; inactive = no such curve, though single readings can be large or run the other way; the % refers to the polarisation; also: potency is read from the fitted curve at half-maximal effect; % of control where 0% means no effect; many of its hits are not listed in these tables
B2AR arrestin = qHTS assay of beta-arrestin-biased ligands of beta2-adrenergic receptor; Potency, µM (series often up to 46.1 µM), inactives show at the top dose activation, actives largely listed as activators; beta-arrestin recruitment to beta2AR, cell-based reporter; Beta-2 adrenergic receptor (Homo sapiens), P07550; hit rate 0.02% among 330,000;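 also: potency is read from the fitted curve at half-maximal effect; 0% = DMSO controls and full agonism = EC100 isoproterenol or metaproterenol; nearly all actives have a fitted effect of over 65% in size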
KCNH2 WT inh = qHTS for Inhibitors of KCHN2 3.1: Wildtype qHTS. Voltage-gated inwardly rectifying potassium channel KCNH2 (Homo sapiens), Q12809. U2OS, BacMam KCNH2, thallium flux FluxOr; stronger effect = lower value. activity change, % at 1.84 µM. hit rate 0.37% among 340,000. AID 720551, 2013;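 active = maximum activity change below -70%; inconclusive = maximum activity change between -70% and -50%; inactive = maximum activity change above -50%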; also: % is scaled to controls: 0 for no effect and ±100 for the full control effect
Target sequence (Q12809 whole entry, looked up): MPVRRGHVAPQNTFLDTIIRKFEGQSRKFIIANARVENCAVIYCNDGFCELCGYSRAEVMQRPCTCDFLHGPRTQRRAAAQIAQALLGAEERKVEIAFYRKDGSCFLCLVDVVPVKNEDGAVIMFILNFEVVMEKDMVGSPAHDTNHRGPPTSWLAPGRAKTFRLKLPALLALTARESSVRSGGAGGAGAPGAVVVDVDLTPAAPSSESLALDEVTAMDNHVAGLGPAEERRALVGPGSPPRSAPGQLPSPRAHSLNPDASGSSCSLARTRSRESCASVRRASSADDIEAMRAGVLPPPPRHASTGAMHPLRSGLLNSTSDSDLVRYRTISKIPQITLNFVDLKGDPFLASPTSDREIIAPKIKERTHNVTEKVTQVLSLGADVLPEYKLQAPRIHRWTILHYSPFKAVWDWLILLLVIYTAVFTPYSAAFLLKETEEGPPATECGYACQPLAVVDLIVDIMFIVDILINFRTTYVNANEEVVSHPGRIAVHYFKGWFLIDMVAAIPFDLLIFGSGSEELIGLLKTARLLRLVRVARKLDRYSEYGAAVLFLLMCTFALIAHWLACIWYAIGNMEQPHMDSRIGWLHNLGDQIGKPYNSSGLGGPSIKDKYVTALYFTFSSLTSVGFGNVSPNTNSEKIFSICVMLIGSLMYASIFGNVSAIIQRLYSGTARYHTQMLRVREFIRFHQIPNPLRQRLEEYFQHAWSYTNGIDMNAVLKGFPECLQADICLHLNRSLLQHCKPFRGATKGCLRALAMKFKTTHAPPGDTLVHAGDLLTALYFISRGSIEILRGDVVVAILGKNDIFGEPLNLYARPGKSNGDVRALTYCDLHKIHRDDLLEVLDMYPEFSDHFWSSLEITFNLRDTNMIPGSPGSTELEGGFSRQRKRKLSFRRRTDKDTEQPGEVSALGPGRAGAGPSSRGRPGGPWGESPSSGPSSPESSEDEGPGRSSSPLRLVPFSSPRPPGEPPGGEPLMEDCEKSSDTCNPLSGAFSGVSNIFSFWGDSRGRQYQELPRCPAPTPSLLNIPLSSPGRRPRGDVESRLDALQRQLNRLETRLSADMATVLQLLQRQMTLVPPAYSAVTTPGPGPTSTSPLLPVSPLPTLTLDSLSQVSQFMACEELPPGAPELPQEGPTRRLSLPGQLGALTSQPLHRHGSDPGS
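U2OS cells were transduced with wild-type KCNH2 virus (2.03 x 10^8 / mL) for 4 h at room temperature, then cultured overnight at 37 C. Thallium flux was read with FluxOr dye. Rate constants were normalized to DMSO controls.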
FBPA coupling cs = qHTS Assay for Inhibitors of Fructose-1,6-bisphosphate Aldolase from Giardia Lamblia: Coupling assay counterscreen; coupling enzyme system counterscreen, AmpLite Red fluorescence; hit rate 0.67% among 290,000; activity change, negative = inhibition, % at 58.2 µM, hits read low; AID 2472, 2010; in the data active = activity change below about -30%; also: % is scaled to controls: 0 for no effect and ±100 for the full control effect
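Coupling enzymes only (glyceraldehyde-3-phosphate) + compound, at 57.5 uM final, 10 min RT; add substrate/coupling/AmpLite Red mix, 20 min RT; fluorescence ex 525/em 598 nm. Actives flag coupling-system interference.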
GALK inhibitor = qHTS Assay for Inhibitors of Human Galactokinase (GALK) | P51570 | Purified GALK, Kinase-Glo residual ATP luminescence | Potency, µM (series often up to 57.5 µM), for the others: at the highest dose activity change, negative = inhibition, most hits filed as inhibitors | hit rate 0.007% among 270,000 | AID 1868, 2009; also: potency is read from the fitted curve at half-maximal effect; % is scaled to controls: 0 for no effect and ±100 for the full control effect
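Kinase-Glo Plus luminescence measured ATP left after a 1 h room-temperature reaction. The reaction used 5 nM GALK, 100 uM galactose and 35 uM ATP at pH 8.0 (20 mM HEPES, 5 mM MgCl2, 60 mM NaCl, 1 mM DTT, 0.01% BSA).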
MLL CXXC-DNA inh = qHTS Fluorescence Polarization Assay for Inhibitors of MLL CXXC domain - DNA interaction. Histone-lysine N-methyltransferase 2A (Homo sapiens), Q03164. MLL-CXXC / FITC-HOXA9 DNA fluorescence polarization. Potency, µM (highest dose often 115 µM), inactives show top-dose activity change, negative = inhibition, most hits filed as inhibitors. hit rate 0.037% among 290,000. AID 2662, 2010; active = well fitted inhibition curve with a large enough effect in the polarisation, with a control signal flat, not every such curve was filed as active; inconclusive = small, poorly fitted or top-dose-only effect, or effect the other way, or a change in a side signal; inactive = no such curve, though single readings can be large or run the other way; the % refers to the polarisation; also: potency is read from the fitted curve at half-maximal effect
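Steps: dispense CXXC domain solution (7 uM) → pin compounds or unlabeled HOX-A9 DNA control → 5 min ambient → add FLSN-HOX-A9 solution (50 nM) → spin → 30 min ambient → fluorescence polarization. Tris pH 7.5/NaCl/DTT/BSA buffer.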
USP2a inh = qHTS Assay for Inhibitors of Ubiquitin-specific Protease USP2a Using CHOP2 as the Reporter. USP2 core, Ub-CHOP2 coupled fluorogenic reporter, 485/531. Potency, µM (series often up to 38.3 µM), inactives show at the top dose activity change, negative = inhibition, most hits filed as inhibitors. hit rate 0.01% among 330,000. AID 463254, 2010;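 also: potency is read from the fitted curve at half-maximal effect; plate controls were DMSO wells for no effect and full inhibition by NEM control for full effect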
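USP2 core (10nM final) preincubated 30min RT with compound in 20mM Tris-HCl pH 8.0, 2mM CaCl2, 2mM beta-mercaptoethanol, 0.05% CHAPS; 25nM Ub-CHOP2 plus 25nM reporter substrate added, fluorescence (Ex485/Em531) read after 60min.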
KCNH2 3.1 inh = qHTS for Inhibitors of KCHN2 3.1: Mutant qHTS; hit rate 0.95% among 340,000; AID 720553, 2013; U2OS KCNH2 3.1, thallium flux FluxOr; stronger effect = lower value; activity change, % (tested at about 1.8 µM); Potassium voltage-gated channel subfamily H member 2, brain isoform KCNH2 3.1 (human);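 active = maximum activity change below -70%; inconclusive = maximum activity change from -70% to -50%; inactive = maximum activity change above -50%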;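 also: thallium influx rate constant from kinetic fluorescence after stimulation buffer; % is scaled to controls: 0 for no effect and ±100 for the full control effect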
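Thallium flux via FluxOr fluorescence (Red40 quencher, 45 min loading) in U2OS cells virally expressing the KCNH2 3.1 isoform (1.77 x 10^8 /mL virus, overnight at 37 C). Rate constants from 2-min kinetic reads post-stimulation, normalised to positive and negative controls.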
PKM2 act = qHTS Assay for Activators of Human Muscle isoform 2 Pyruvate Kinase; Pyruvate kinase PKM (Homo sapiens), P14618; purified PKM2, Kinase-Glo ATP luminescence, activation; response scale: 0% is enzyme alone, no compound; Potency, µM (top dose mostly 57.5 µM), for inactives: at the highest dose activation, hits mostly activators; hit rate 0.34% among 260,000; also: potency is read from the fitted curve at half-maximal effect; % is scaled to controls: 0 for no effect and ±100 for the full control effect; nearly all actives have a fitted effect of over 55% in size
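Kinase-Glo luminescence reports ATP generated from ADP (0.1 mM) and PEP (0.5 mM) by purified hPK-M2 after 1 h at room temperature, pH 7.2 imidazole buffer; intermediate enzyme activity allows detecting inhibitors and activators.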
* hit, by the source's call; u = inconclusive; x = no result given; [ ] = remark or other dose. Unless noted, calls follow the shape of the dose curve; as a rule, active = well fitted curve in the direction sought with a large enough effect; inconclusive = small, poorly fitted or top-dose-only effect, or another doubt; inactive = no such curve, though single readings can be large; an effect the other way counts as inactive or inconclusive. Not all compounds are listed. The share of hits here may be higher or lower than overall.

mol,Giardia killer,TRPV1 agonist,Menin-MLL TR inh,B2AR arrestin,KCNH2 WT inh,FBPA coupling cs,GALK inhibitor,MLL CXXC-DNA inh,USP2a inh,KCNH2 3.1 inh,PKM2 act
Cn1cc(C=O)c2cc(F)ccc21,10.3,-6.1,9.7%,0.0%,-6.9,-4.4,7.5%,-7.5%,0.6%,-10.9,-10.4%
Cn1nc(-c2ccccc2)cc1NC(=O)Nc1ccccc1F,8.4,9.9,x,0.1%,-1.6,-5.3,4.3%,4.0%,-0.7%,2.9,-14.7%
CNC(=S)N/N=C/c1cn(Cc2ccc(C)cc2)c2ccccc12,-27.3,-1.4,-3.8%,-0.3%,-19.2,1.1,-0.1%,-5.2%,-8.5%,-5.3,0.4%
COc1cccc(CNCc2ccccc2OC)c1,11.9,1.4,1.3%,-0.9%,-8.7,0.0,x,-3.8%,1.8%,-0.6,-0.5%
CCOC(=O)C(=O)N1CCN(CC)CC1,8.6,2.7,1.6%,-0.5%,11.7,-0.9,-3.9%,5.1%,-1.4%,12.3,-3.1%
CC(C)(C)NC(=O)C(c1ccncc1)N(C(=O)Cn1nnc(-c2ccc(F)cc2)n1)c1ccccc1 (stereo not given),-5.2,-0.8,30.4%[activator],0.2%,-3.4,-9.1,0.1%,-29.0%,-2.2%,-10.8,-8.8%
O=C(c1cccs1)N(CCO)Cc1cc2cc3c(cc2[nH]c1=O)OCCO3,x,-0.8,-18.8%,-0.1%,x,-0.3,-0.6%,9.7%,-7.3%,x,0.6%
CCCn1cc(CN2CCC(n3nccc3NC(=O)c3ccccc3)CC2)c(C)n1,-14.8,-9.9,x,-1.1%,16.2,x,-4.3%,1.4%,1.7%,-32.8,-5.3%
Cc1ccc(-c2ccc(CCC(=O)O)o2)cc1,8.8,-1.0,9.6%,0.2%,0.1,11.3,3.3%,-1.3%,2.2%,2.5,20.3%
CN(Cc1cccnc1)C(=O)CC1C(=O)NCCN1CC(c1ccccc1)c1ccccc1 (stereo not given),0.9,-3.0,u,0.1%,-4.6,-4.6,-3.3%,3.4%,0.2%,4.7,1.2%
Fc1ccc(-c2csc(NC3=NCCC3)n2)cc1,-0.5,15.1,13.7%,-0.2%,1.4,1.2,8.5%,6.7%,0.3%,3.6,0.4%
Cc1ccc(S(=O)(=O)N2CCN(C)CC2)cc1C,-28.6,1.7,-12.4%,0.1%,3.6,-1.8,5.0%,-4.1%,1.4%,17.1,-0.4%
CCCCCC1CCC(c2ccc(/C(N)=N/O)cc2)CC1 (stereo not given),-0.1,0.3,x,0.5%,-3.2,2.3,8.8%,2.0%,-1.9%,-9.4,2.5%
O=C(Nc1ccc(N2CCOCC2)cc1)c1cc(F)c(F)cc1Cl,6.5,21.4,1.1%,1.0%,-3.1,0.1,-2.0%,1.7%,4.9%,-6.8,7.2%
Nc1nnc(SCC(=O)N2CCN(c3ccccc3)CC2)s1,-5.8,8.5,-8.0%,-0.4%,7.7,1.1,1.9%,-4.8%,2.5%,-6.6,-3.0%
CCc1ccc(NC(=O)N(Cc2cccnc2)Cc2ccco2)cc1,-20.6,1.9,-15.4%,0.0%,9.8,-0.2,1.4%,-6.8%,7.6%,6.3,17.1%
Cn1cccc1Cc1nnc(SCC(=O)NC2CCCCC2)n1-c1ccc(F)cc1,1.9,-1.6,u,-0.5%,-7.1,1.7,1.3%,4.9%,-6.0%,20.4,4.0%
CC1CCCN(C(=O)CN2C(=O)c3ccccc3C2=O)C1 (stereo not given),-11.4,-0.8,-9.5%,-0.1%,-5.3,2.8,-1.3%,0.3%,1.2%,-16.8,2.2%
CC12CCCCC1N(O)C(=O)C(=O)N2O (stereo not given),-5.2,-2.3,9.8%,-0.1%,-1.2,1.9,x,2.0%,0.8%,11.3,-5.5%
CCC(=O)N1CCc2cc(S(=O)(=O)NCCCN3CCN(Cc4ccccc4)CC3)ccc21,-9.3,-2.2,x,0.5%,-10.0,1.1,0.0%,1.9%,2.3%,3.9,2.8%
Cc1cc(NC(=O)CCC(=O)N(c2ccc(F)cc2)C(C(=O)NC2CCCC2)c2ccncc2)no1 (stereo not given),8.1,-0.8,5.3%,-0.1%,-6.5,1.1,3.9%,-7.3%,-0.7%,21.4,-4.7%
Cc1[nH]c2ccccc2c1/C=N/NS(=O)(=O)c1ccccc1,-0.2,-1.4,u,0.0%,-7.0,-1.1,2.5%,-0.1%,1.6%,1.6,-3.6%
CC1CCC2C(=O)N(c3cccc(C(=O)Nc4ccccc4Cl)c3)C(=O)C2C1 (stereo not given),-14.2,9.3,6.2%,2.7%,2.1,-0.8,1.1%,5.7%,-0.3%,18.1,3.1%
O=c1c2ccccc2nc2n1CCCCN2,-13.6,1.4,5.7%,-0.2%,-6.6,1.8,0.7%,1.5%,1.9%,19.5,2.1%
O=C(CCNS(=O)(=O)c1ccccc1Cl)OCc1nnc(-c2ccccc2Cl)o1,0.9,0.2,x,4.2%,-0.9,x,x,x,2.7%,-7.4,x
Cc1cccc(N2CN(S(=O)(=O)c3cccc([N+](=O)[O-])c3)c3nc4ccccc4nc32)c1,15.5,x,x,-0.2%,-3.9,x,x,x,6.6%,-4.5,x
COc1ccc(NC(=O)CSc2nnc(-c3ccco3)n2N)cc1Cl,-3.2,-4.9,u,0.4%,4.4,-4.0,7.4%,5.6%,0.9%,-2.0,-0.4%
Cc1nn(CCC(=O)NCc2ccc(N(C)C)cc2)c(=O)c2nn(-c3ccccc3)c(C)c12,-9.1,2.3,x,-1.0%,9.1,x,1.1%,-3.2%,5.3%,-2.8,x
COc1ccc(CC(=O)Nc2ccccc2NC(=O)Cc2ccc(OC)cc2)cc1,12.6,9.2,-0.9%,-0.4%,-6.6,1.8,x,-2.1%,1.3%,3.2,x
Cc1cccc(OCC2=NS(=O)(=O)c3ccccc3N2)c1,-4.7,-0.7,u,-1.0%,-15.1,-3.8,-1.3%,u,-2.5%,-4.4,17.0%
CC(=O)N1CCN(C(=O)c2cccc(S(=O)(=O)NCc3ccccc3)c2)CC1,-6.1,-1.3,x,0.3%,-15.3,x,x,x,-2.2%,-5.9,x
CC(C)c1nnc(NC(=O)CC(=O)Nc2ccccc2C(=O)O)s1,-4.1,-3.1,-0.4%,0.0%,-4.2,0.5,2.8%,1.9%,-0.6%,-10.2,-12.0%
C=CCN1C(=O)c2ccc(C(=O)N3CCC(C(N)=O)CC3)cc2C1=O,3.5,1.1,x,0.4%,-3.9,x,-0.7%,7.8%,0.9%,-21.0,1.9%
